Source: PubChem BioAssay
GIRK2 activator – activators of NPY4-receptor-primed GIRK2 channels, summary, cell-based, HEK293, thallium flux. 34,000 tested, under 10 active. activation (% efficacy), % for hits at 37.5 µM. HEK293 GIRK2/NPY4 cells, thallium flux fluorescence. G protein-activated inward rectifier potassium channel 2 (Homo sapiens), P48051;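 active = primary screen hit, no activity in plain HEK293 cells, and in GIRK2-only cells above 5% efficacy rising with concentration; inactive = the rest, including fluorescent compounds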;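 also: efficacy is normalized control-subtracted fluorescence 15 s after thallium addition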
Target sequence (P48051 whole entry, looked up): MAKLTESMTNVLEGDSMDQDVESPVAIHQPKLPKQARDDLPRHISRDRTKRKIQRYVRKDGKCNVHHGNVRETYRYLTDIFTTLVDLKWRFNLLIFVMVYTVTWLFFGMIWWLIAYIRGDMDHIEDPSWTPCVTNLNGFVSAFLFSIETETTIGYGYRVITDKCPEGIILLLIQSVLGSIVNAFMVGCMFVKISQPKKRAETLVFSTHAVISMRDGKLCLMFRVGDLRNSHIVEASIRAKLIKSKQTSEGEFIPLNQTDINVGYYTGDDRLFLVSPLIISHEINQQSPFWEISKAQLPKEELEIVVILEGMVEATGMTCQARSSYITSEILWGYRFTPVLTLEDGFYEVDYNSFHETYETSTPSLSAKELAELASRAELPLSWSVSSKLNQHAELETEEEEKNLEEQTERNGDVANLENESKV
Calls only; i = inactive. A portion of the library; count on the stated rates, not on these rows.

nr	mol	GIRK2 activator
1	O=C(NCCn1nc(C2CC2)n(-c2ccccc2)c1=O)c1ccc2ncsc2c1	i
2	COc1ccc(-c2ccc(=O)n(CCNC(=O)NC3CCCCC3)n2)cc1OC	i
3	COc1cccc(C(=O)N(C)c2ccc(Oc3ccc(C)nn3)cc2)c1OC	i
4	O=C1C2CNC3(C(=O)Nc4ccccc43)C2C(=O)N1C1CCCCC1 (stereo not given)	i
5	Cc1ccc(S(=O)(=O)N(C)CC(=O)N2C(C)CCCC2C)cc1 (stereo not given)	i
6	O=c1ccc(-c2ccc(Cl)cc2)nn1CCCNS(=O)(=O)c1cccnc1	i
7	CCOc1cc(S(=O)(=O)N2CCN(C(=O)c3ccco3)CC2)c(OCC)cc1C	i
8	CN(C)CCNc1oc(-c2ccc(S(=O)(=O)N(C)Cc3ccccc3)cc2)nc1C#N	i
9	CCOc1ccccc1C(=O)N1CCC(Cn2nc(C)cc2C)CC1	i
10	Cc1ccc(C2NC(=O)Nc3c2c(=O)n(C)c(=O)n3C)o1 (stereo not given)	i
11	O=C(NCC1CCN(C(=O)/C=C/c2ccco2)CC1)Nc1c(F)cccc1F	i
12	COc1ccc(S(=O)(=O)Nc2ccc(C)c(N3CCCCC3=O)c2)c(OC)c1	i
13	Cc1cc(C)n(-c2nc3c(c(=O)n(CCN4CCOCC4)c(=O)n3C)n2CC(C)C)n1	i
14	O=C(NCCCN1CCOCC1)C(=O)Nc1ccc(F)c([N+](=O)[O-])c1	i
15	CCOC(=O)c1sc(NC(=O)c2ccnn2C(C)C)c(C#N)c1C	i
16	CCOc1ccc(-c2ccc(OCCNS(=O)(=O)c3ccc(OC)cc3OC)nn2)cc1	i
17	COCC(=O)NCC1(c2ccc(OC)cc2)CCCC1	i
18	Cc1ccc(S(=O)(=O)N2CCN(C(=O)c3cnn4ccccc34)CC2)c(C)c1	i
19	NC(=O)c1ccccc1NC(=O)CCCn1nc(-c2ccc(Cl)cc2)ccc1=O	i
20	COc1ccccc1N1CCN(C(=O)Cc2c(C)[nH]c(=O)[nH]c2=O)CC1	i
21	Cn1c(-c2ccccn2)nn(CCNC(=O)c2ccco2)c1=O	i
22	CSc1ccccc1CN1CCC(CNC(=O)CN2C(=O)CCC2=O)CC1	i
23	COc1ccc(NC(=O)c2ccc(Br)cc2)cc1N1CCCCC1=O	i
24	CCOc1ccc2nc(NC(=O)c3cc(=O)c(OCc4ccccc4)co3)sc2c1	i
25	O=C(CN1CCOCC1)Nc1ccccc1-c1nc2ccccc2[nH]c1=O	i
26	O=C(CCCn1nc(-c2ccc(Cl)cc2)ccc1=O)Nc1ccccc1C(F)(F)F	i
27	CCn1nnc2c(N(CCOC)CCOC)ncnc21	i
28	COc1ccc(CC(=O)Nc2cc(-c3cn4nc(OC)ccc4n3)ccc2OC)cc1	i
29	Cc1c(NC(=O)c2nc(-c3cnccn3)no2)c(=O)n(-c2ccccc2)n1C	i
30	COCCCNC(=O)CCCCn1c(=O)[nH]c2ccccc2c1=O	i
31	O=C(CSC1=Nc2cccnc2Nc2ccccc21)Nc1ccc(F)cc1F	i
32	O=C(CCCn1nc(-c2cccs2)ccc1=O)Nc1cccc(C(F)(F)F)c1	i
33	COc1ccc(NC(=O)CSc2nnc(-c3ccc(OC)c(OC)c3)n2N)cc1OC	i
34	O=C(NCc1ccccc1)C(=O)NCC1CCN(C(=O)Oc2ccccc2)CC1	i
35	O=C(Cc1ccc(F)cc1)NCCOc1ccccc1	i
36	CCOc1c(C)cc(S(=O)(=O)NCCCCN2CCOC(c3ccccc3)C2)cc1C (stereo not given)	i
37	COc1cccc(N2CCN(C(=O)c3n[nH]c4ccccc34)CC2)c1	i
38	Cc1cc(Br)ccc1OCC(=O)Nc1ccc(S(N)(=O)=O)cc1	i
39	COc1ccc(C(=O)NCCn2nc(-c3ccncc3)ccc2=O)cc1OC	i
40	COc1ccc(-c2nn3ccnc(N4CCN(c5ccccc5)CC4)c3c2C=O)cc1	i
41	O=C(NCCn1nc(-c2cccnc2)ccc1=O)c1cc2ccccc2oc1=O	i
42	CCC(=O)N1CCN(c2ccc(N3CCOCC3)nn2)CC1	i
43	O=C(NCCC1=CCCCC1)C(=O)NCCc1csc2nc(-c3ccccc3F)nn12	i
44	COc1ccc2nc(N3CC(C(=O)Nc4cccc5nc(C)ccc45)C3)sc2c1	i
45	O=C(NCC(O)c1ccsc1)C(=O)Nc1cccc(C(F)(F)F)c1 (stereo not given)	i
46	CC1Cc2cc(-c3cc(CC(=O)NCC4CCCO4)no3)ccc2O1 (stereo not given)	i
47	CC(=O)c1sc(NC(=O)C2CCCCN2S(C)(=O)=O)nc1-c1ccccc1 (stereo not given)	i
48	Cc1cc(C)n(CCN2CCN(C(=O)NCc3cccc4ccccc34)CC2)n1	i
49	CS(=O)(=O)N1CCCC1C(=O)Nc1nc(-c2ccccc2)c(-c2ccccc2)s1 (stereo not given)	i
50	Cn1cccc1C(CNC(=O)C(=O)NCCN1CCOCC1)N1CCCCCC1 (stereo not given)	i

Carrying on.
nr	mol	GIRK2 activator
51	COCCn1nnn(-c2ccc(NC(=O)Cc3ccc(SC(C)C)cc3)cc2)c1=O	i
52	CC(C)Oc1ccc(C(=O)N2CCN(C(=O)c3cnn4ccccc34)CC2)cc1	i
53	COc1cccc(C(=O)Nc2cc(C)nn2-c2nc3c(cnn3-c3cccc(Cl)c3)c(=O)[nH]2)c1	i
54	O=C(Cn1cccn1)NCc1ccc(OC(F)(F)F)cc1	i
55	O=C(Nc1nc(C(=O)Nc2ccc(S(=O)(=O)Nc3nccs3)cc2)co1)c1ccsc1	i
56	COC(=O)c1sccc1NC(=O)CSc1nccn2nc(-c3ccc(C)cc3)cc12	i
57	Cc1cc(=O)[nH]c2cc(NC(=O)Cc3ccc(S(=O)(=O)C(C)C)cc3)ccc12	i
58	COc1ccc2nc(N(Cc3ccncc3)C(=O)/C=C/c3cccc([N+](=O)[O-])c3)sc2c1	i
59	O=S(=O)(NCCCCN1CCOC(c2ccccc2)C1)c1ccc2ccccc2c1 (stereo not given)	i
60	O=S(=O)(Cc1ccccc1)NCC1(c2cccs2)CCCC1	i
61	CC1CCc2c(sc(NC(=O)c3ccno3)c2-c2nc3ccccc3s2)C1 (stereo not given)	i
62	CCCCOC(=O)c1ccc(NC(=O)CNC(=O)c2cn(C)nc2OC)cc1	i
63	COc1ccc(Cl)cc1S(=O)(=O)NCC1CCN(C2CCCC2)CC1	i
64	CC(C)=CCSc1nnc(C)c(=O)[nH]1	i
65	O=C(c1ccc([N+](=O)[O-])o1)N1CCN(Cc2nc(-c3cccs3)cs2)CC1	i
66	COc1ccc2nc(NC(=O)C3CCN(S(=O)(=O)c4ccc(F)cc4)CC3)sc2c1	i
67	COCC(C)NC(=O)C(=O)NCc1cccs1 (stereo not given)	i
68	CCCCc1ccc(NC(=O)c2cc(-c3ccco3)nc3c2c(C)nn3C2CCS(=O)(=O)C2)cc1 (stereo not given)	i
69	CC(C)COC(=O)Nc1nc(CC(=O)NCC2CCCCC2)cs1	i
70	O=C(NCc1ccc2c(c1)OCO2)C(=O)NCC1CCN(Cc2ccco2)CC1	i
71	CCS(=O)(=O)N1CCCc2cc(NC(=O)Nc3ccc(OC)cc3)ccc21	i
72	COc1ccc(C(=O)Nc2ccc3c(c2)CCCN3S(C)(=O)=O)cc1OC	i
73	COc1cccc(S(=O)(=O)N2CCC(Cn3ccnc3C)CC2)c1	i
74	O=C(c1c(F)cccc1Cl)N1CCN(c2ccc(-c3ccncc3)nn2)CC1	i
75	Cc1nc(NCc2ccco2)nc(N2CCOCC2)c1[N+](=O)[O-]	i
76	CC(C)CCNC(=O)C(=O)Nc1ccc(F)c(Cl)c1	i
77	O=S(=O)(NCC1(O)CCCC1)c1cc(F)ccc1F	i
78	COc1ccc(S(=O)(=O)Nc2nc(CCC(=O)Nc3ccc(C(C)C)cc3)cs2)cc1	i
79	COc1ccc(-c2noc(CSc3nc4ccccc4c(=O)n3C(C)C)n2)c(OC)c1	i
80	COCC(=O)Nc1cc(-c2ccco2)nn1-c1nc(C)cc(=O)[nH]1	i
81	COc1ncccc1C(=O)NC1CCCCC1N1C(=O)CSC1=O (stereo not given)	i
82	O=C(NCCn1nc(-c2ccncc2)ccc1=O)c1c(F)cccc1Cl	i
83	COc1ccc(C(=O)NNC(=O)c2cccn(Cc3ccc(F)cc3)c2=O)cc1OC	i
84	CC(C)(C)OC(=O)NCC(=O)Cc1ccncc1	i
85	Cn1ccnc1N1CCN(C(=O)c2ccc(Br)o2)CC1	i
86	CCN1CCc2nc(-c3ccc(F)cc3)n(CC(=O)Nc3ccc4c(c3)CCC4)c(=O)c2C1	i
87	O=C(c1cccc(F)c1)N(CCN1CCOCC1)c1nc2c(Cl)cccc2s1	i
88	CCCNC(=O)CCCCn1c(=O)c2ccccc2n(CC(=O)Nc2cccc(C)c2)c1=O	i
89	COc1ccccc1-c1cnn2c(NCCN3CCOCC3)cc(C)nc12	i
90	Cc1ccc2nc3c(cc(C(=O)NCCN4CCOCC4)n3Cc3ccccc3)c(=O)n2c1	i
91	CCOc1ccc(C(=O)N2CCN(c3ccc(Nc4ccncc4)nn3)CC2)cc1	i
92	O=C(CN1C(=O)CCC1=O)N(Cc1ccccn1)Cc1ccco1	i
93	COc1ccc(OC)c(-c2ccc(=O)n(CCNC(=O)NCc3ccccc3)n2)c1	i
94	CCOC(=O)C1CCCN(C(=O)CCc2c(C)nn(-c3nc(C)cc(=O)[nH]3)c2C)C1 (stereo not given)	i
95	Cc1ccc(NC(=O)C(=O)Nc2ccc(C(N)=O)cc2)cc1N1CCCC1=O	i
96	COc1ccccc1CNC(=O)Cn1nc(-c2ccc(Cl)cc2)ccc1=O	i
97	Cc1cc(C(=O)N2CCOCC2)nn1CC(=O)NC(c1ccccc1)c1ccccc1	i
98	CN1C(=O)Cc2cc(NC(=O)NC(c3ccccc3)c3ccccc3)ccc21	i
99	COc1ccc(S(=O)(=O)CCC(=O)Nc2nnc(-c3ccc4c(c3)OCCO4)o2)cc1	i
100	Cc1ccccc1OCCCCn1c(C)nc2ccccc21	i

Continued:
nr	mol	GIRK2 activator
101	CCOC(=O)c1nnn(CC(=O)Nc2ccc(F)c(Cl)c2)c1C(=O)OCC	i
102	CC(=O)N1CCN(S(=O)(=O)c2ccc(C(=O)Nc3cccnc3)cc2)CC1	i
103	COC(=O)c1ccc(S(=O)(=O)N2CCN(C(=O)c3cnn4ccccc34)CC2)cc1	i
104	CNC(=O)CSc1nc(-c2ccccc2)c(NC(=O)c2ccccc2OC)s1	i
105	COCCNC(=O)Cc1cc(-c2ccccc2)on1	i
106	COc1ccc(NC(=O)Nc2cc(N3CCCS3(=O)=O)ccc2C)cc1	i
107	O=C(CCc1csc(NS(=O)(=O)c2ccccc2)n1)N1CCN(C(=O)c2ccco2)CC1	i
108	O=C(CCc1csc(NC(=O)c2ccc[nH]c2=O)n1)NCc1ccc(F)cc1	i
109	CCC(=O)Nc1ccc(S(=O)(=O)NCCn2nc(-c3ccncc3)ccc2=O)cc1	i
110	CC(C)C(=O)Nc1ccc(SCC(=O)NCCc2ccccc2)nn1	i
111	Cn1c(=O)c2c(SCC(=O)NCCc3ccccc3)ccnc2n(C)c1=O	i
112	CC(=O)N1CCC2(CC1)NC(=O)N(CCOc1ccccc1)C2=O	i
113	COc1cccc2cc(C(=O)NCCc3csc(-c4ccc(F)cc4)n3)oc12	i
114	Cn1c(=O)c2c(ncn2CC(=O)N2Cc3nn(C(C)(C)C)c(-n4cccc4)c3C2)n(C)c1=O	i
115	COc1ccc(OC)c(C2C(C(=O)c3ccc(C)o3)=C(O)C(=O)N2CCCN(C)C)c1 (stereo not given)	i
116	O=C(NCCOc1ccc2nnc(-c3ccccc3)n2n1)c1ccccc1C(F)(F)F	i
117	CCOc1cccc2cc(C(=O)Nc3cc(C)nn3C)oc12	i
118	CCn1nnc2c(=O)n(CC(=O)N3CC(C)OC(C)C3)cnc21 (stereo not given)	i
119	Cc1cc(C)c(S(=O)(=O)N(C)C)c(C)c1N(C)S(C)(=O)=O	i
120	CCCc1nnsc1C(=O)N1CC2CC1C(=O)O2 (stereo not given)	i

Retrieved by compound from the entries so far (seven):
nr	mol	GIRK2 activator
118	CCn1nnc2c(=O)n(CC(=O)N3CC(C)OC(C)C3)cnc21 (stereo not given)	i
117	CCOc1cccc2cc(C(=O)Nc3cc(C)nn3C)oc12	i
113	COc1cccc2cc(C(=O)NCCc3csc(-c4ccc(F)cc4)n3)oc12	i
116	O=C(NCCOc1ccc2nnc(-c3ccccc3)n2n1)c1ccccc1C(F)(F)F	i
112	CC(=O)N1CCC2(CC1)NC(=O)N(CCOc1ccccc1)C2=O	i
115	COc1ccc(OC)c(C2C(C(=O)c3ccc(C)o3)=C(O)C(=O)N2CCCN(C)C)c1 (stereo not given)	i
119	Cc1cc(C)c(S(=O)(=O)N(C)C)c(C)c1N(C)S(C)(=O)=O	i

Further entries
nr	mol	GIRK2 activator
121	NC(=O)Cn1nnn(-c2ccc(NC(=O)c3ccc(F)cc3Cl)cc2)c1=O	i
122	CCOC(=O)N1CCN(C(=O)C2CN(c3nc4ccc(OC)cc4s3)C2)CC1	i
123	Cc1ccc(Nc2ccc(NC(=O)c3c(-c4ccccc4Cl)noc3C)cc2)nn1	i
124	COc1cccc(C(=O)CC2(O)C(=O)Nc3ccc([N+](=O)[O-])cc32)c1 (stereo not given)	i
125	CCNC(=O)NCCN1CCC(c2cccs2)CC1	i
126	CCOc1ccccc1NC(=O)COC(=O)CCCC1=NS(=O)(=O)c2ccccc2N1	i
127	Cn1nc(CNC(=O)CCn2cnc3ccccc3c2=O)c2ccccc2c1=O	i
128	CC(=O)c1c(C)nn(CC(O)COc2ccc3c(C)cc(=O)oc3c2)c1C (stereo not given)	i
129	Cc1noc(CNC(=O)Cc2ccc(S(=O)(=O)C(C)C)cc2)n1	i
130	COc1ccc(NS(=O)(=O)c2cccc(C)c2)cc1N1CCCC1=O	i
131	Cn1nc(NC(=O)c2ccc([N+](=O)[O-])o2)c2c1NC(=O)CC2c1cccs1 (stereo not given)	i
